Screens: PubChem BioAssay, National Center for Advancing Translational Sciences (NCATS)
ERK AVP block – qHTS Assay for Inhibitors of the ERK Signaling Pathway using a Homogeneous Screening Assay | hit rate 0.99% among 72,000 | Potency, µM (top dose mostly 57.5 µM), inactives show at the top dose activity, negative = inhibition, actives largely listed as inhibitors | HEK293-V1b, vasopressin-stimulated pERK AlphaScreen | AID 995, 2007; note: potency is the fitted concentration of half-maximal effect; % is set by controls: 0 for no effect and ±100 for the full control effect; nearly all actives have a fitted effect of over 55% in size
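HEK293 cells stably expressing V1b receptor, preincubated 30 min at 37 °C with compound, then stimulated 5 min with 25 nM vasopressin. Phospho-ERK by AlphaScreen SureFire after 5 h RT; normalized to DMSO and vasopressin; AC50 by Hill fit.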
Caspase-7 inhib – qHTS Assay for Allosteric/Competitive Inhibitors of Caspase-7. Potency, µM (doses to about 57.5 µM), for the others: at the highest dose activity change, negative = inhibition, hits mostly inhibitors. hit rate 0.02% among 75,000. AID 889, 2007. recombinant caspase-7, Ac-DEVD-AFC fluorescence rate; active = well fitted inhibition curve with a large enough effect in the main read-out, with a control signal flat, not every such curve was filed as active; inconclusive = small, poorly fitted or top-dose-only effect, or a change in a side signal; note: potency is the fitted concentration of half-maximal effect; % of control where 0% means no effect
USP2a inh – qHTS Assay for Inhibitors of Ubiquitin-specific Protease USP2a; hit rate 0.1% among 60,000; AID 927, 2007; USP2a enzymatic assay, qHTS inhibition; Ubiquitin carboxyl-terminal hydrolase 2 (Homo sapiens), O75604; Potency, µM (doses to about 38.3 µM), for the others: at the highest dose activity change, negative = inhibition, hits mostly inhibitors;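 note: potency is the fitted concentration of half-maximal effect; nearly all actives have a fitted effect of over 60% in size; plate controls were DMSO for no effect and NEM full inhibition control for full effect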
Target sequence (O75604 whole entry, looked up): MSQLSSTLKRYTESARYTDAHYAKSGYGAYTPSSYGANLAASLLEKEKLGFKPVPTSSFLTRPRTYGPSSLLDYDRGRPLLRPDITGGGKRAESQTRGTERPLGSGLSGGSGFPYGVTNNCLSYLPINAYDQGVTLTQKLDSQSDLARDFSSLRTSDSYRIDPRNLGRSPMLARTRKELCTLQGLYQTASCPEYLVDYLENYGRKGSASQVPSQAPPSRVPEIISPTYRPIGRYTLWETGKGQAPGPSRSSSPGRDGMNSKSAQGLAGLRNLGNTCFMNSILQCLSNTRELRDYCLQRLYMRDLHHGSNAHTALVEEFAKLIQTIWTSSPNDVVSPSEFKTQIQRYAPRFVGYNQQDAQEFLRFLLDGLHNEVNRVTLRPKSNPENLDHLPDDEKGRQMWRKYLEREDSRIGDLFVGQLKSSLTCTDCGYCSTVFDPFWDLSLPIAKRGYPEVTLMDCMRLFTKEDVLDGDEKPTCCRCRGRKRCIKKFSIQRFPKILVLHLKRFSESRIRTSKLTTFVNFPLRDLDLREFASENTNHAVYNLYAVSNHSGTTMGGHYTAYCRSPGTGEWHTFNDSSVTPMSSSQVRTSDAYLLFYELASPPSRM
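USP2 core (20 nM final) was preincubated with compound for 30 min at RT in 20 mM Tris-HCl pH 8.0, 2 mM CaCl2, 2 mM beta-mercaptoethanol; Ub-PLA2 (20 nM) plus NBD C6-HPC (20 uM) then added, fluorescence read after 2.5 h.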
HEK293 cAMP cs – qHTS Assay for Agonists of the Thyroid Stimulating Hormone Receptor: Activators of Intracellular cAMP Concentrations in Parental HEK 293; parental HEK293 CNG cAMP sensor, membrane potential fluorescence; Potency, µM (series often up to 57.1 µM), for inactives: at the top dose activation, actives largely listed as activators; hit rate 2.5% among 73,000; note: potency is the fitted concentration of half-maximal effect; % of control where 0% means no effect; nearly all actives have a fitted effect of over 55% in size
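Parental HEK 293 cells stably expressing a modified CNG channel (no TSHR) report cAMP rise as membrane depolarization. Membrane potential dye with 100 uM RO 20-1724 was loaded for 60 min at room temperature, then compound added for 30 min; fluorescence read at 590 nm.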
Luciferase inh – qHTS Assay for Inhibitors of Firefly Luciferase; Luciferin 4-monooxygenase (Photinus pyralis), P08659; purified firefly luciferase, luminescence, 8 min; Potency, µM (series often up to 57.1 µM), for the others: at the top dose activity change, negative = inhibition, usual class: inhibitors; hit rate 2.2% among 72,000; note: potency is the fitted concentration of half-maximal effect; % is set by controls: 0 for no effect and ±100 for the full control effect; nearly all actives have a fitted effect of over 40% in size
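Titration-based qHTS; buffer 50 mM imidazole pH 7.2, 50 mM KCl, 7 mM MgCl2, 10 uM ATP, 0.01% Tween 20, 0.05% BSA; luciferase/luciferin detector mix added after compound; 8 min, ambient; luminescence.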
HADH2 inhib – qHTS Assay for Inhibitors of HADH2 (Hydroxyacyl-Coenzyme A Dehydrogenase, Type II); hit rate 3.4% among 73,000; Potency, µM (series often up to 57.1 µM), for inactives: top-dose activity change, negative = inhibition, actives largely listed as inhibitors; AID 886, 2007; recombinant HADH2, NADH fluorescence, beta-hydroxybutyryl-CoA; note: potency is the fitted concentration of half-maximal effect; % is set by controls: 0 for no effect and ±100 for the full control effect; nearly all actives have a fitted effect of over 60% in size; many of its hits are not listed in these tables
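NADH fluorescence (ex 360/em 450 nm) read every 30 s for 4 min; activity taken as last-minus-first time point difference. Enzyme 20 nM, NAD+ 1 mM, beta-hydroxybutyryl-CoA 90 uM, pH 9.0 Tris buffer.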
Fluorescein fluor – qHTS Assay for Spectroscopic Profiling in Fluorescein Spectral Region; hit rate 0.91% among 59,000; Compound autofluorescence, 480/540 nm, fluorescein-equivalent; active compounds read high; max fluorescein-equivalent concentration, M; in the data active = max fluorescein-equivalent concentration above about 10 nM; inconclusive = between about 1.1 nM and that limit
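First, buffer (100 mM Tris, pH 8.0) dispensed; second, compounds and fluorescein standards pinned in; third, 15 min room-temperature incubation; finally, imaging at ex 480 nm/em 540 nm. Fluorescence normalized against the six-point fluorescein curve.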
Rhodamine autofl – qHTS Assay for Spectroscopic Profiling in Rhodamine Spectral Region; Rhodamine-region fluorescence, 547/598 nm, Tris buffer; active compounds read high; hit rate 0.05% among 59,000; max dye-equivalent concentration, M; in the data active = max dye-equivalent concentration above about 11 nM; inconclusive = between about 1.1 nM and that limit
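Compounds in 100 mM Tris buffer, pH 8.0, were incubated 15 min at room temperature, then read at 547 nm excitation and 598 nm emission. Fluorescence was normalized against a per-plate six-point rhodamine standard curve as dye-equivalent concentration.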
Tau filament bind – qHTS Assay for Tau Filament Binding; Potency, µM (doses to about 57.1 µM), for the others: top-dose activity change, negative = inhibition; hit rate 2% among 71,000; recombinant tau filaments, thioflavin S fluorescence, 15 h; filaments grown with octadecylsulfate alongside compound; Microtubule-associated protein tau (Homo sapiens), P10636;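 note: potency is the fitted concentration of half-maximal effect; % is set by controls: 0 for no effect and ±100 for the full control effect; actives lower thioflavin S fluorescence by blocking filaments or displacing dye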
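Thioflavine S fluorescence (ex 450, em 510 nm) reports filaments formed from 1 uM human tau plus 30 uM ODS over 15 h at 37 C (10 mM HEPES pH 7.4, 100 mM NaCl, 5 mM DTT); compounds displacing dye or blocking filaments lower signal.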
Casp1 inh – qHTS Assay for Allosteric/Competitive Inhibitors of Caspase-1; P29466; Caspase-1 enzyme, Ac-WEHD-AFC fluorogenic rate; Potency, µM (top dose mostly 57.5 µM), for inactives: at the highest dose activity change, negative = inhibition, usual class: inhibitors; hit rate 0.03% among 75,000;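 note: potency is the fitted concentration of half-maximal effect; plate controls were vehicle for no effect and no substrate for full effect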
Target sequence (P29466 120-297 limits assumed): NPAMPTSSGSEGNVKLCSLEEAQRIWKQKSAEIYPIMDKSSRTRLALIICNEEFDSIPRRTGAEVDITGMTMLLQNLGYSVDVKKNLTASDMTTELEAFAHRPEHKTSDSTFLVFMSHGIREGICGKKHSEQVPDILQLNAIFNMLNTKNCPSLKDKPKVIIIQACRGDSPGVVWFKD
Target sequence (P29466 317-404 limits assumed): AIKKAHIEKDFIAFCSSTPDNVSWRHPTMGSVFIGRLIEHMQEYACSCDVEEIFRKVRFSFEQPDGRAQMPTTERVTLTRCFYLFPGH
Texas Red fluor – qHTS Assay for Spectroscopic Profiling in Texas Red Spectral Region. Compound fluorescence, Texas Red channel, 547/618 nm; active compounds read high. max dye-equivalent concentration, M. hit rate 0.06% among 59,000. AID 587, 2007; in the data active = max dye-equivalent concentration above about 10 nM; inconclusive = between about 1.1 nM and that limit
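Dye-equivalent concentrations come from scaling compound signal (ex 547, em 618 nm) to six Texas Red standard concentrations run on every plate, after 15 min room-temperature incubation in pH 8.0 Tris (100 mM).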
* marks the source's active call; other numbers are inactive results; i = inactive; ? = inconclusive; / = no result given; & = joins results of further samples; [ ] = dose if it differs, or a comment. Unless noted, calls come from the whole dose curve; as a rule, active = well fitted curve in the direction sought with a large enough effect; inconclusive = small, poorly fitted or top-dose-only effect, or another doubt; inactive = no such curve, though single readings can be large; an effect the other way counts as inactive or inconclusive.

compound	ERK AVP block	Caspase-7 inhib	USP2a inh	HEK293 cAMP cs	Luciferase inh	HADH2 inhib	Fluorescein fluor	Rhodamine autofl	Tau filament bind	Casp1 inh	Texas Red fluor
CCC(C)C(NCc1cccc(C)c1)C(=O)O (configuration not stated)	-5%	0%	-6%	1%	1%	15%	i	i	-6%	-1%	i
CC(C)CN(CC(C)C)S(=O)(=O)N1CCC(C(=O)NCc2cccs2)CC1	19%	0%	4%	11%	1%	1%	i	i	5%	3%	i
Cc1onc(-c2ccccc2)c1C(=O)Nc1nc(-c2cc(F)ccc2F)cs1	-18%	-3%	7%	6%[2.29 µM]	-1%	37%[activator]	i	i	1%	1%	i
CC(C)OC(=O)CN1CCN(C2c3ccccc3-c3ccccc32)CC1	10%	0%	-5%	19%	2%	12%	i	i	-15%	1%	i
COc1ccc(CCNC(=O)CN2CCOc3ccccc32)cc1OC	-21%	-2%	/	8%	1%	-3%	/	/	-11%	1%	/
Cn1c(=O)[nH]c(=O)c2c1nc(Br)n2CCC(=O)c1ccccc1	0%	6%	-7%	0%	3%	5%	?	i	1%	1%	?
S=C([S-])NCCNC(=S)[S-].[Zn+2]	29%	-10%	/	28%	/	4µM*	/	/	15%	1%	/
CCOC(=O)C1CCN(C(=O)c2ccccc2N(C)S(C)(=O)=O)CC1	-13%	1%	5%	-4%	0%	10%	i	i	-4%	3%	?
O=S(=O)(NCc1ccccc1)c1ccc(S(=O)(=O)N2CCCCC2)cc1	16%	1%	-10%	-11%	0%	4%	i	i	-1%	1%	i
COc1cc(C2c3c(-c4cc(Cl)c(C)cc4O)n[nH]c3C(=O)N2Cc2cccnc2)ccc1O (configuration not stated)	?	-7%	24%	?	0%	-3%	i	i	192%	-2%	i
O=C(COc1ccc2c3c(c(=O)oc2c1)CCC3)c1ccc2c(c1)OCO2	-19%	0%	36%[activator][7.66 µM]	11%[11.4 µM]	-7%	16%[11.4 µM]	/	/	i[11.4 µM]	-2%	/
C#CCOC(=O)c1ccccc1C(=O)OCC#C	-18%	-6%	0%	1%	2%	0%	i	i	-14%	-8%	?
O=C(O)CCC(=O)N1CCc2cc(S(=O)(=O)N3CCN(c4ccc(F)cc4)CC3)ccc21	/	-1%	/	-2%	1%	2%	/	/	4%	2%	/
C/C=C(\C)c1nnc(NC(=O)C(C)C)s1	-18%	-2%	0%	17%	0%	5%	i	i	-8%	-1%	i
Cc1ccc(N(CC(=O)Nc2ccc(F)cc2)S(=O)(=O)N2CCCC2)cc1	-28%	-1%	9%	?	2%	6%	?	i	-6%	-1%	i
COc1cccc(-c2cc(C(F)(F)F)nc(N3CCOCC3)n2)c1	119%[activator]	-4%	-19%	15%	1%	?	i	i	-5%	-2%	i
CCOC(=O)c1cc(C(=O)OCC)c2cc(Br)ccc2n1	-16%	0%	27%	-15%	3%	8%	?	i	?	1%	?
O=c1c(CCc2ccccc2)nc2cnc(N3CCOCC3)nc2n1C1CC1	-14%	-17%	27%	10%	0%[11.4 µM]	14%	i	i	?	-11%	i
CCc1ccc(NC2=NC(C(=O)NC3CCCCC3)CC(=O)N2)cc1 (configuration not stated)	-7%	0%	1%	4%	-3%	7%	i	i	-5%	-1%	i
Cc1cc2ccccc2c(=O)n1CC(=O)NCC(=O)N1CCN(c2cccc(Cl)c2)CC1	-29%	-3%	1%	9%	3%	15%	?	i	141%	0%	?

Reprinted from the part before: four compounds; new compounds follow.
compound	ERK AVP block	Caspase-7 inhib	USP2a inh	HEK293 cAMP cs	Luciferase inh	HADH2 inhib	Fluorescein fluor	Rhodamine autofl	Tau filament bind	Casp1 inh	Texas Red fluor
CCOC(=O)c1cc(C(=O)OCC)c2cc(Br)ccc2n1	-16%	0%	27%	-15%	3%	8%	?	i	?	1%	?
O=c1c(CCc2ccccc2)nc2cnc(N3CCOCC3)nc2n1C1CC1	-14%	-17%	27%	10%	0%[11.4 µM]	14%	i	i	?	-11%	i
CCc1ccc(NC2=NC(C(=O)NC3CCCCC3)CC(=O)N2)cc1 (configuration not stated)	-7%	0%	1%	4%	-3%	7%	i	i	-5%	-1%	i
Cc1cc2ccccc2c(=O)n1CC(=O)NCC(=O)N1CCN(c2cccc(Cl)c2)CC1	-29%	-3%	1%	9%	3%	15%	?	i	141%	0%	?
COC(=O)C1CCN(C(=O)COC(=O)Cn2cnnn2)CC1	20%	-7%	0%	5%	0%	-5%	i	i	0%	-1%	i
COc1ccccc1OCCCCCNCCO	-23%	2%	6%	10%	0%	?	/	/	13%	-2%	/
c1ccc(CNc2ccnc(-c3cccnc3)n2)cc1	-25%	-6%	65%[activator]	25%	0%[2.29 µM]	-10%	i	i	-8%	-3%	i
COc1ccc(S(=O)(=O)Cc2ccc(C(=O)N3CCN(c4cccc(C)c4C)CC3)o2)cc1	?	-8%	/	21%	3%	-1%	/	/	13%	-3%	/
COc1ccc(-c2ccc3c(n2)CCCN3C[C@H](O)CN2CCCc3nc(-c4ccc(Br)cc4)ccc32)cc1	0%&-11%[11.5 µM]	-1%&-2%[11.5 µM]	/	-12%&1%[11.4 µM]	-2%&-1%[11.4 µM]	-15%&9%[11.4 µM]	/	/	/	-4%&-5%[11.5 µM]	/
CCOc1cc(C(=O)Nc2c3c(nn2C(C)(C)C)CS(=O)C3)cc(OCC)c1OCC (configuration not stated)	16%	3%	-3%	14%	1%	-3%	i	i	-5%	-1%	i
O=C(O)CSc1cccc2cccnc12	-3%	-1%	/	12%	0%	32µM*	/	/	1%	-1%	/
COc1cc(C2NC(=O)NC(C)=C2C(=O)OCc2ccccc2)ccc1O (configuration not stated)	-20%	0%	-2%	-7%	2%	-14%	/	/	5%	1%	/
COCCn1c(COc2ccccc2)nnc1SCC(N)=O	2%	6%	-5%	0%	0%	-27%	?	i	-2%	3%	?
COc1cc2c(c(OC)c1)C(c1ccncc1)CC(=O)N2 (configuration not stated)	-19%	-2%	/	14%	2%	-6%	/	/	-18%	1%	/
CC(C)(C)OC(=O)NCCc1nnc(S(=O)(=O)Cc2ccc(Cl)cc2Cl)o1	3%	0%	-5%	-10%	2%	?	i	i	-8%	0%	?
COc1cccc(C(=O)Nc2c(F)c(F)c(F)c(F)c2F)c1	6%	1%	2%	18%	3%	14%	i	i	-4%	-1%	i
CC(C)c1nnc(NC(=O)CCC(=O)NCC2CCCO2)s1 (configuration not stated)	8%	-1%	6%	20%	1%	5%	i	i	-12%	0%	i
O=C(Nc1ccon1)c1cccc(Cl)c1	-5%	-1%	-9%	?	-1%	9%	i	i	5%	1%	i
Cc1sc(NC(=O)CSc2nnnn2C2CCCC2)c(C#N)c1C	14%	-3%	-2%	?	-1%	-7%	i	i	24%	-1%	?
CC(c1nnc(SCn2nnc3ccccc3c2=O)n1-c1ccc(Cl)cc1)N(C)C (configuration not stated)	3%	0%	12%	3%	-1%	9%	?	i	-9%	0%	i
CSC1=C(C#N)C(CC(C)C)C(C(C)=O)=C(C)N1 (configuration not stated)	14%	-2%	-11%	1%	2%	-28%	?	i	0%	-5%	i
Cn1c(N)c(C(=O)CSc2nc3ccccc3n2-c2ccccc2)c(=O)n(C)c1=O	-3%	0%	-26%	-3%	1%	2%	?	i	-1%	-1%	i
CC(C)=CCC1(CC=C(C)C)C(=O)C(C(=O)c2ccccc2)=C2OC(C)(C)CCC2(CC=C(C)C)C1=O (configuration not stated)	10%[11.5 µM]	0%[11.5 µM]	/	16%[11.4 µM]	/	3%[11.4 µM]	/	/	/	0%[11.5 µM]	/
O=C(Nc1ccc2c(c1)OCCO2)c1c(F)c(F)c(F)c(F)c1F	-5%	-1%	-7%	15%	1%	-3%	i	i	-8%	0%	i

The list is partial; the hit share may differ from the screen's.
